# PME-1 primary: blocks human protein phosphatase methylesterase 1 | recombinant PME-1, FP-Rh probe fluorescence polarization | Q9Y570 | AID 2130 | inhibition, % at 5.9 µM | hit rate 0.53% among 320,000;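 active = inhibition above the campaign mean of all compounds plus 3 SD, cut at about 26% in these data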;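 also: competitive labeling of PME-1 active site by serine hydrolase directed probe; 0% = PME-1 with DMSO and 100% = wells lacking PME-1 enzyme; inhibitors block probe labeling so polarization falls and inhibition rises; many of its hits are not listed in these tables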
# pPAFAH inh: pPAFAH (human) enzyme inhibition; hit rate 1.5% among 330,000; AID 463082; inhibition, % at 3.39 µM; recombinant pPAFAH, FP-rhodamine probe fluorescence polarization;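 active = inhibition above the mean inhibition across the screen plus 3 SD, cut at about 25% in these data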;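 also: inhibitors block binding of the rhodamine activity-based probe so polarization drops; 0% = enzyme with DMSO and 100% = wells lacking pPAFAH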
# PAD4 inh: PAD4 (human) enzyme inhibition. hit rate 0.41% among 330,000. Q9UM07. inhibition, % at 6.36 µM. AID 485272. recombinant PAD4, RCA probe fluorescence polarization;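 active = percent inhibition above a cutoff equal to the mean of all tested compounds plus 3 SD, cut at about 15% in these data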;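 also: 0% = PAD4 with RCA probe and DMSO and 100% = probe without PAD4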
# PAFAH1B3 inh: blocks human PAF acetylhydrolase 1B catalytic subunit 3; recombinant PAFAH1B3, FP-rhodamine probe, fluorescence polarization; inhibition, % at 3.39 µM; hit rate 0.28% among 340,000; AID 492972;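 active = inhibition above the screen-wide average of all tested compounds plus 3 SD, cut at about 25% in these data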;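 also: 0% = enzyme with DMSO only and 100% = wells lacking PAFAH1B3 protein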
# PAFAH1B2 inh: inhibitors of human PAFAH1B2. inhibition, % at 3.39 µM. hit rate 1.2% among 340,000. P68402. recombinant PAFAH1B2, FP-rhodamine activity probe, fluorescence polarization. AID 492953;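 active = inhibition above the mean of all tested compounds plus 3 SD, cut at about 24% in these data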;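 also: 0% = enzyme with DMSO and 100% = wells lacking PAFAH1B2; many of its hits are not listed in these tables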
# Target sequence (P68402 whole entry, looked up): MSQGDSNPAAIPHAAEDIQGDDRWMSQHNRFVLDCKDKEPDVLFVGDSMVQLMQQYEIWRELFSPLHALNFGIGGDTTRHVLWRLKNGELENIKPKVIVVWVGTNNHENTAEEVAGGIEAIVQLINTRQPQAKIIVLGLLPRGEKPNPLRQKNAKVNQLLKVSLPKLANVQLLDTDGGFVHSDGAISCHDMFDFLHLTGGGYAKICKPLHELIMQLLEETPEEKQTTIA
# LYPLA1 inh: LYPLA1 (human) inhibition in PME1 counter-screen; hit rate 0.16% among 320,000; inhibition, % at 5.9 µM; O75608; recombinant LYPLA1, FP-Rh probe fluorescence polarization;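 active = inhibition above the mean of all tested compounds plus 3 SD, set per campaign, cut at about 14% in these data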;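 also: inhibitors block serine hydrolase probe labeling of LYPLA1 so polarization falls; 0% = enzyme with DMSO and 100% = wells lacking LYPLA1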
# Target sequence (O75608 whole entry, looked up): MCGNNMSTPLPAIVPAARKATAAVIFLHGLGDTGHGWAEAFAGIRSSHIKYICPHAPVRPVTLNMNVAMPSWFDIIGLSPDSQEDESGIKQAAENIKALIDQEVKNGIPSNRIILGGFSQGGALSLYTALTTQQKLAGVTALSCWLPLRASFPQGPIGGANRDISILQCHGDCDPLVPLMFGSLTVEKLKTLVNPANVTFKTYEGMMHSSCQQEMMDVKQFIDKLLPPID
# GSTO1 inh: GSTO1 inhibition, counter-screen for RBBP9 inhibitors | hit rate 1.1% among 300,000 | inhibition, % at 5.96 µM | recombinant GSTO1, activity-based probe fluorescence polarization | AID 1974 | P78417;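 active = inhibition above the campaign mean inhibition plus 3 SD, cut at about 35% in these data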;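 also: 0% = GSTO1-1 with DMSO and 100% = wells lacking GSTO1-1 enzyme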
# Target sequence (P78417 whole entry, looked up): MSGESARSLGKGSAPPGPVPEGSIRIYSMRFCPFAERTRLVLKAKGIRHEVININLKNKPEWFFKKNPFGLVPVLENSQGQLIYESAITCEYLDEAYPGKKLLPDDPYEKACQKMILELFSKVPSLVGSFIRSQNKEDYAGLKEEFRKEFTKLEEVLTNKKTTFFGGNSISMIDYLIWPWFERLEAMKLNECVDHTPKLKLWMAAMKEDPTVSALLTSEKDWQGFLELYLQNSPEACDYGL
# LYPLA2 inh: LYPLA2 (human) inhibition in PME1 counter-screen; recombinant LYPLA2, FP-Rh probe fluorescence polarization; inhibition, % at 5.9 µM; hit rate 0.38% among 320,000; AID 2177;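 active = inhibition above the screen-wide mean plus 3 SD, limit set per campaign, cut at about 26% in these data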;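 also: 0% = LYPLA2 with DMSO and 100% = wells lacking LYPLA2 enzyme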
# Target sequence (O95372 whole entry, looked up): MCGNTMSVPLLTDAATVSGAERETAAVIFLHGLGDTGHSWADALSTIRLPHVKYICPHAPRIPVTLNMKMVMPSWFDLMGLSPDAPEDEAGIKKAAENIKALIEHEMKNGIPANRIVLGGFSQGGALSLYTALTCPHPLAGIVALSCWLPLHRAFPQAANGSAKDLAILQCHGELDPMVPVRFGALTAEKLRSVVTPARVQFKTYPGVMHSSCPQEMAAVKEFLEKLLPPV
# PAFAH2 FP inh: inhibitors of human PAFAH2 | Q99487 | recombinant PAFAH2, FP-rhodamine activity probe, fluorescence polarization | inhibition, % at 3.39 µM | hit rate 0.99% among 340,000 | AID 492956;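 active = inhibition above the mean over all tested compounds plus 3 SD, cut at about 30% in these data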;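 also: inhibitors block probe labeling of enzyme so polarization drops; 0% = enzyme with DMSO and 100% = wells lacking PAFAH2 protein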
# * = called active by the depositor; . = no result given; & = joins results of further samples.
canonical_smiles	PME-1 primary	pPAFAH inh	PAD4 inh	PAFAH1B3 inh	PAFAH1B2 inh	LYPLA1 inh	GSTO1 inh	LYPLA2 inh	PAFAH2 FP inh
Cc1cc(C)cc(NC(=S)N2CCC(NC(=O)c3ccccc3C)CC2)c1	-2	0	-3	3	-3	1	3	4	0
Cc1ccccc1-n1c(O)c(/C=N/N2CCCCC2c2cccnc2)c(=O)[nH]c1=O (stereo not given)	-1	-1	-5	-1	-7	-2	2	-6	-3
CC(=O)Nc1ccc2nc(SCC(=O)N3CCOCC3)sc2c1	1	1	2	7	2	2	-4	-5	1
O=C(c1ccccc1F)N1CCN(c2ccccc2F)CC1	-4	4	-1	2	2	1	-1	-8	4
O=C1c2ccccc2NC(c2ccco2)N1/N=C/c1ccco1 (stereo not given)	2	1	0	16	4	-5	-6	-2	7
CCNc1nc(NC(C)C)nc(N(n2cnnc2)S(=O)(=O)c2ccc(C)cc2)n1	0	8	-5	6	5	-2	2	2	2
Cn1cc([N+](=O)[O-])c(C(=O)Nc2ccc(-c3nc4ccccc4o3)cc2)n1	-9	3	-9	1	1	0	13	-1	-5
CCC(=O)Nc1ccc(S(=O)(=O)NCCc2ccccc2)cc1	-3	-1	0	11	-1	-2	16	2	4
O=C(CCl)c1ccc2c(c1)CCN2C(=O)C1CCCCC1	0	-1	0	3	2	-1	42*	-6	7
O=C(CN1CCCCC1)Nc1ccc(S(=O)(=O)N2CCOCC2)cc1	7	5	3	-8	5	-1	0	1	-3
O=C(Nc1ccc(NC(=S)NC(=O)c2cccs2)cc1)c1ccco1	-7	-1	4	-4	-4	-3	-23	-7	-5
O=C(NCCN1CCN(c2ccccc2F)CC1)c1cccn2c(=O)c3ccccc3nc12	-2	2	0	1	-1	-2	1	3	0
COc1ccc(/C=N/N2CCOCC2)cc1COc1ccc(Cl)cc1	4	12	-4	2	-6	5	2	3	3
CC(c1cccs1)N(C(=O)Nc1ccccc1)C1CCCCC1 (stereo not given)	-1	0	3	6	-4	-1	0	-4	-3
CCN(CC)C(=O)Cn1c(=O)n(CCCC(=O)NCc2ccccc2)c(=O)c2sccc21	2	-3	-1	7	3	0	7	1	-7
Cc1ccc(CNC(=O)c2ccc(NS(=O)(=O)c3c(C)noc3C)cc2)cc1	-1	6	1	5	8	0	-9	-8	8
CCCCCCCC1(C)NC(=O)NC1=O (stereo not given)	3	8	2	6	5	1	7	-5	0
CC(C)(C)OC(=O)C[C@@H]1C/C=C\C[C@@H](CC(=O)N[C@H](CO)Cc2ccccc2)C(=O)NC[C@@H](c2ccccc2)OC1=O	.	3	0	10	8	.	.	.	1
COc1ccc(-c2noc(CCC(=O)NCC3CCCO3)n2)cc1OC (stereo not given)	0	1	-4	8	-3	-2	1	1	-6
O=C(NCc1ccc(N2CCCC2=O)cc1)c1cn(CCc2ccccc2)nn1	-9	-3	3	0	0	0	20	0	-1
CCOc1ccc(-c2nc(-c3ccccc3)no2)cc1OCC	3	6	-3	-2	-1	0	3	6	-4
CCOC(=O)N1CCC(NC(=O)c2cc3c(-c4ccc(Cl)cc4)nn(C)c3s2)CC1	-8	-1	-5	4	1	-5	1	-7	-5
O=C(Nc1ccc(F)cc1)c1ccccc1CC[N+](=O)[O-]	-4	3	-3	7	3	1	9	2	5
COc1cc(Br)cc(/C=N/NC(=O)Cc2ccccc2)c1O	5	8	-2	9	6	3	-1	5	13
COc1cccc(NC(=O)C2C(c3ccccc3)C2(Cl)Cl)c1 (stereo not given)	-2	5	-7	-6	3	-9	-1	-8	0
CCN1CC(CN(C)Cc2nc(-c3ccco3)oc2C)CC1=O (stereo not given)	2	5	0	6	4	-2	-7	-5	6
COc1cc(OC)c2c(c1)OC(c1ccc(OC)c(OC)c1)C(O)C2=O (stereo not given)	-3	-3	1	-1	-2	-1	7	-3	1
Cn1cnnc1Sc1cc(N2CCN(S(=O)(=O)c3ccc(Cl)c(Cl)c3)CC2)ccc1[N+](=O)[O-]	8	3	1	-3	2	-1	-8	1	5
Cc1ccc(S(=O)(=O)N2[C@@H](c3ccccc3F)C(C(=O)O)=CC[C@H]2c2cccs2)cc1	4	2	4	10	21	-4	-5	-5	5
CCN(CC)C(=S)SSC(=S)N(CC)CC	-1	-4	1	9	3	1	9	4	4
Cn1c(=O)c2c(nc(CN3CCN(C(c4ccccc4)c4ccccc4)CC3)n2CCCO)n(C)c1=O	30*	5	-2	2	2	-2	3	-2	-4
CS(=O)(=O)N1CC2CCCN2c2cc(C(F)(F)F)ccc21 (stereo not given)	-2	0	3	15	3	-3	3	-2	-4
Cc1cc(NC(=O)CN2CCN(c3ccccn3)CC2)ccc1Br	1	5	0	14	8	0	-6	-1	14
CN(CCOC(=O)c1ccc2c(c1)OCCO2)Cc1ccccc1	-4	8	-3	5	1	-2	-8	-1	4
O=C(NCCCNC(=O)c1ccccc1Cl)c1cnccn1	-1	6	2	-4	6	6	1	5	3
Cc1ccc([N+](=O)[O-])c(C(=O)N/N=C/c2cccnc2)c1	-3	-1	8	8	5	2	10	7	8
N#Cc1c(NC(=O)CSc2nnc(-c3ccncc3)n2CC2CCCO2)sc2c1CCCC2 (stereo not given)	0	9	4	0	-1	1	4	3	8
Nc1nc2c(s1)C(=O)CC(c1ccccc1)C2 (stereo not given)	5	-1	0	7	5	0	8	7	7
COc1ccccc1NC(=O)c1cc2c(CO)cnc(C)c2oc1=Nc1cc(OC)c(OC)c(OC)c1	0	17	-2	16	5	-3	2	-10	-1
CC1SC(C)C(=O)N(CC(=O)Nc2ccc([N+](=O)[O-])cc2)C1=O (stereo not given)	4	3	-7	6	1	8	0	23	-4
CCOc1cc(Br)c(CC(=O)NC2CCCCCC2)cc1OCC	3	3	1	4	9	-3	-6	4	-3
O=C(NCc1cccs1)C1CCC(=O)N(Cc2cccc(C(F)(F)F)c2)C1 (stereo not given)	11	-3	0	-1	2	-2	3	-3	1
CCN(CC)CCCNC(=O)/C(=C\c1cccn1C)NC(=O)c1cccs1	0	4	0	-1	0	-3	11	-1	3
Cn1c(CCN2CCOCC2)nc2cc(NS(=O)(=O)c3ccccc3)ccc21	-5	2	-3	5	3	-1	9	2	-2
O=C(NCCCN1CCN(c2ccccc2F)CC1)C1CC(=O)N(C2CCCC2)C1 (stereo not given)	-4	5	-3	-2	-2	0	-1	-1	3
CO/N=C/NC(=O)c1c(OC)ccnc1Oc1ccccc1	-3	-2	2	-1	5	0	8	2	0
CC1CCN(CC(=O)Nc2cc(C(F)(F)F)ccc2Cl)CC1	-1	-6	-5	-4	-4	-2	1	-7	3
Cc1cc(Cl)ccc1OCCCC(=O)NCCc1nnc2ccccn12	-8	2	2	9	4	-2	8	1	-1
COCCOC(=O)C1=C(C)Nc2nc(C)nn2C1c1ccc(F)cc1 (stereo not given)	-2	-3	-2	13&3	5&6	-3	-3	9	3&4
O=C(CSc1nnc(Cn2nnc3ccccc32)o1)Nc1cccc(Cl)c1	-1	2	-3	2	4	-2	-2	4	9
O=C(COC(=O)c1ccc(Cl)nc1)Nc1cccnc1Cl	2	0	-2	-2	2	1	4	-1	8
S=c1nc(-c2cc(Cl)cc(Cl)c2)[nH][nH]1	-4	6	1	8	0	2	-4	-2	4
COc1ccc(/C=C2\N=C3CCCCCN3C2=O)cc1	2	0	-1	10	2	-6	5	-2	-1
COc1ccccc1CNC(=O)COC(=O)c1ccccc1-c1ccccc1	24	3	3	4	-3	1	-5	5	3
Cc1cc(-c2ccc(S(=O)(=O)N(C)c3ccc(C)c(C)c3)s2)on1	0	-1	3	-4	-2	-7	4	-7	-3
CCCN1CCC(NC(=O)Nc2ccccc2C(=O)OC)CC1	-4	-4	-8	3	2	0	2	-3	5
CCOC(=O)N1CCN(CC(=O)Nc2nc3ccc(OC)cc3s2)CC1	2	-7	-3	-1	-1	-3	-5	2	1
CCOC(=O)CSc1nc2c(sc(=S)n2-c2ccccc2OC)c(=O)n1Cc1ccco1	26	0	-4	-4	4	-3	-1	-4	-3
CC(=O)c1c(C)oc2ccc(N(C(C)=O)S(=O)(=O)c3cccc4cccnc34)cc12	-1	-2	-2	3	6	-2	1	-3	-6
C=CCNC(=O)c1onc(CSc2cccc3ccccc23)c1C(=O)O	-1	4	0	11	17	-2	-22	6	4

# (next part)
canonical_smiles	PME-1 primary	pPAFAH inh	PAD4 inh	PAFAH1B3 inh	PAFAH1B2 inh	LYPLA1 inh	GSTO1 inh	LYPLA2 inh	PAFAH2 FP inh
COC(=O)c1cc(S(=O)(=O)NCc2cc(OC)c(OC)c(OC)c2)cn1C	2	3	-1	1	2	-1	0	-7	4
CC(C)C(OC(=O)c1ccc(Cl)nc1)C(=O)NC1CCCCC1 (stereo not given)	-2	0	1	3	10	2	-1	-2	-8
NC1=NC(=O)C(CC(=O)Nc2ccc3c(c2)OCO3)S1 (stereo not given)	-4	2	-1	3	-3	1	8	11	-7
CCN(CC)CCC(O)(c1ccccc1)C1CCCCC1 (stereo not given)	-3	5	-5	4	-2	-2	-3	2	3
COc1ccc(C(=O)Nc2ccc([N+](=O)[O-])cn2)cc1OC	-1	9	-8	10	4	-6	4	-11	-4
COc1ccc(-c2onc(C)c2-c2ccc(C(=O)OC(C)C)o2)c(O)c1	-4	2	-2	-4	2	-2	-7	6	-3
Cc1cc(C)cc(NC(=O)COC(=O)c2ccc3c(c2)OCCO3)c1	-6	1	0	5	1	-2	.	-2	72*
O=C(O)CN1C(=O)COc2ccc(S(=O)(=O)N3CCCCCC3)cc21	-2	1	-1	3	6	1	5	-3	-2
CCN(CC)C(=S)NC(=O)c1ccc(OC)c(Br)c1	-2	0	4	9	-2	-2	-4	9	-1
CSc1cc(C)n(-c2ccccc2)c(=S)c1C(C)=O	2	4	3	-6	-4	-2	2	2	3
COC(=O)[C@H]1C[C@@H]1[C@H](NS(=O)(=O)c1ccc2ccccc2c1)c1ccccc1	-3	-5	0	13	5	-2	1	3	-1
O=C1CCCC/C1=N\Nc1ccc(OCc2ccccc2)cc1	-11	9	1	16	-4	4	7	4	-7
S=c1[nH]nc(-c2cc(-c3ccccc3)n[nH]2)n1/N=C/c1ccc(Br)s1	24	54*	2	14	10	-6	17	-5	27
Cc1ccc(N(CC(=O)N2CCCCCC2)S(C)(=O)=O)cc1Cl	-2	2	-1	2	5	2	-4	7	2
Cc1ccc(S(=O)(=O)N(C)c2ccccc2C(=O)Nc2c(F)cccc2F)cc1	-1	1	0	-6	1	0	6	2	3
COc1ccc(C(=O)NN)cc1COc1ccc(Br)cc1	-19	1	-1	-9	1	-12	-2	-16	-3
Cc1ccc(NC(=O)C2C(c3ccccc3)C2(Cl)Cl)c(C)c1 (stereo not given)	1	2	-6	6	4	-5	4	-2	-8
CCOC(=O)c1cnn(CCOC(=O)c2ccc(OC)cc2)c1NC(=O)c1ccc(OC)cc1	-9	1	-3	1	1	-4	-3	1	-3
COC(=O)N(NC(=O)C(O)(C(C)C)C(C)C)c1ccccc1	2	-2	3	5	5	-2	6	-8	-11
C=CCN1CC(O)=C(c2ccccc2)C1=N	4	5	-6	11	2	4	7	1	-8

# Screens from PubChem BioAssay.

# Some of the compounds tested; rates above refer to the full screens.
